Compound activity from PubChem.
thrombin 1536: human alpha-thrombin inhibitors, primary screen, counter-screen for coagulation protease inhibitor project, biochemical, 1536-well, fluorogenic AMC substrate | Prothrombin (Homo sapiens), P00734 | Boc-VPR-AMC fluorogenic substrate cleavage | inhibition, % at 5 µM | 220,000 tested, 0.26% active;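 active = inhibition at or above 40%; inactive = inhibition below 40%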;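 also: 0% = enzyme with no compound and 100% = wells without enzyme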
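System: human alpha-thrombin protein; Compound dosing: one concentration per compound, 5 µM, with 0.2% DMSO; Timing: reaction at room temperature; Technique: AMC fluorescence, 355/460 nm; Controls: enzyme without compound as high, wells lacking enzyme as low.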
KLK5 inh: human KLK5 protease inhibitors, primary screen, biochemical, 1536-well; recombinant hK5, fluorogenic AMC substrate cleavage; inhibition, % at 5 µM; 210,000 tested, 0.59% active;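 active = inhibition of 40% or more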;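 also: 0% = enzyme controls without compound and 100% = no-enzyme blanks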
Target sequence (Q9Y337 67-293 limits assumed): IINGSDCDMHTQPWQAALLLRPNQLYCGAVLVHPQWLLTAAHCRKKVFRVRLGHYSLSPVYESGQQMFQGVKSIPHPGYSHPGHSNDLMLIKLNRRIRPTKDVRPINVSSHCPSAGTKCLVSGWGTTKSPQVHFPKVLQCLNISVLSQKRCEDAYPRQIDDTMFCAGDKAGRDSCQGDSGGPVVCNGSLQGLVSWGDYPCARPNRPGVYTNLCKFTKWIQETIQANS
EBV gp42 block: Epstein-Barr virus gp42 inhibitors, primary screen, biochemical, uHTS, fluorescence polarization | Glycoprotein 42 (Epstein-Barr virus (strain AG876)), Q1HVG2 | Fluorescence polarization binding assay, mP read-out | inhibition, % (tested at 21.74 µM) | 220,000 tested, 0.42% active; in the data active = inhibition above about 50%
Target sequence (Q1HVG2 whole entry, looked up): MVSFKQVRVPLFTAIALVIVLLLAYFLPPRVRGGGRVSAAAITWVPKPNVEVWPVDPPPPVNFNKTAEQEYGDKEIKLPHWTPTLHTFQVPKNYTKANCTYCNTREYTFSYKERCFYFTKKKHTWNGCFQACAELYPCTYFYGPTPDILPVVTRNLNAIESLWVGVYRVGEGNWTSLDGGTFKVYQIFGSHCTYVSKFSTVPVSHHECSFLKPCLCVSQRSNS
NCF1 inh: p47phox/p22phox peptide binding inhibitors, primary screen, biochemical, uHTS, NADPH oxidase regulatory subunit; Neutrophil cytosol factor 1 (Homo sapiens), P14598; fluorescence polarization, 2 h; inhibition, % at 24.7 µM; 220,000 tested, 0.53% active;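 also: 0% = p47phox with labelled peptide and 100% = labelled peptide alone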
eIF4E-4G inh: eIF4E–eIF4G protein interaction inhibitors, primary screen, biochemical, uHTS, TR-FRET, eIF4GI fragment; Eukaryotic translation initiation factor 4E (Mus musculus) + Eukaryotic translation …; TR-FRET eIF4E-eIF4GI(517-606) binding, 2 h; inhibition, % at 21.7 µM; 220,000 tested, 0.37% active;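 also: 0% = full FRET control wells and 100% = background wells lacking eIF4GI fragment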
14-3-3 Bad inh: inhibitors of 14-3-3 zeta/Bad binding, primary screen, biochemical, TR-FRET, bovine 14-3-3 zeta; 14-3-3 protein zeta/delta (Bos taurus), P63103; TR-FRET 14-3-3zeta/Dy647-pBad peptide displacement, 1 h; inhibition, % at 21.7 µM; 220,000 tested, 0.71% active;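 active = inhibition above about 70%, limit read from the data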;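 also: 0% = full 14-3-3 plus peptide FRET controls and 100% = background without 14-3-3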
Furin inhibitor: human furin inhibitors, primary screen, biochemical, fluorescence intensity; 220,000 tested, 0.061% active; purified furin, fluorogenic substrate cleavage; P09958; AID 463115, 2010; inhibition, % at 30 µM; in the data active = inhibition above about 25%; also: inactives centre near -15
KCC2 mod: KCC2 cotransporter modulators, thallium flux, primary screen, cell-based, HEK293 KCC2, FluoZin-2 fluorescence, MLSMR; Solute carrier family 12 member 5 (Homo sapiens), Q9H2X9; KCC2 cells, thallium flux FluoZin-2 fluorescence; B-score of Tl+ flux slope (higher = more flux/activation; lower = inhibition) at 10 µM; 190,000 tested, 2.2% active; AID 1456, 2008;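 active = thallium flux slope and its plate-corrected score both differing from the plate sample mean at a set confidence after two filtering rounds, in either direction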;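 also: slope of fluorescence scaled to starting intensity during 10 to 20 s after thallium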
Rad51 HR inh: human RAD51 strand exchange inhibitors, primary screen, biochemical, fluorescence; DNA repair protein RAD51 homolog 1 (Homo sapiens), Q06609; hRad51 DNA strand exchange, fluorescence dequenching; inhibition, % at 10 µM; 200,000 tested, 0.085% active;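 active = inhibition above 40% at the single screening dose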;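 also: 0% = DMSO control wells and 100% = blanks with heterologous ssDNA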
Target sequence (Q06609 whole entry, looked up): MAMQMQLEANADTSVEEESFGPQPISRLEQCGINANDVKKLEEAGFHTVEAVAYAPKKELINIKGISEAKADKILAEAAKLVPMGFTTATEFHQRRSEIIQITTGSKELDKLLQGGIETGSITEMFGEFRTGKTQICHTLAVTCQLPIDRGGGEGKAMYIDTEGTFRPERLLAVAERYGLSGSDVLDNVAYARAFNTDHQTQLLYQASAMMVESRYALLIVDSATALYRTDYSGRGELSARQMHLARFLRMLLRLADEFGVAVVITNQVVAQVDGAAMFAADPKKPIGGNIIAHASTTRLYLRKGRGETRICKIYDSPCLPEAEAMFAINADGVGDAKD
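Test system – preformed human Rad51 ssDNA filaments · Reagent – Donor/quencher-labelled 47-bp dsDNA substrate · Incubation – 37 °C 15-min filament assembly, 30-min compound preincubation, 15-min exchange · Signal – FRET fluorescence dequenching, excitation 485 nm, emission 520 nm · Read-out – percent inhibition from fluorescence, normalised to plate control and blank means · Benchmarks – plate control and blank wells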
Numbers without * were called inactive; . = not tested or not shown; [ ] = dose if it differs, or a comment.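 The calls were made as follows, unless noted: active = inhibition above about 30% (limit read from the data); inactive = the rest.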

Short keys – A = thrombin 1536; B = KLK5 inh; C = EBV gp42 block; D = NCF1 inh; E = eIF4E-4G inh; F = 14-3-3 Bad inh; G = Furin inhibitor; H = KCC2 mod; I = Rad51 HR inh
COC(=O)c1ccc(NC(=S)NCCC2=CCCCC2)cc1
  A: -11.5 | B: -14.4 | C: -3.1 | D: 5.3 | E: -1.7 | F: 7.7 | G: -31.9[20 µM] | H: . | I: -1.2

Cn1c(=O)cc(OCC(=O)NCc2ccccn2)c2ccccc21
  A: -2.7 | B: -9.0 | C: -22.8 | D: -8.4 | E: 7.2 | F: -0.3 | G: -12.5 | H: 1.91 | I: -6.0

COc1ccc(-n2nc3c(=O)[nH][nH]c3cc2=O)cc1
  A: 1.5 | B: -11.3 | C: -16.8 | D: -6.7 | E: -1.6 | F: 10.0 | G: -14.3 | H: 0.721 | I: -6.0

CCCNC(=O)CN1C(=O)NC2(CCCc3cc(OC)ccc32)C1=O (centres undefined)
  A: 3.6 | B: -2.3 | C: -11.0 | D: -3.3 | E: 8.0 | F: -4.8 | G: -15.6[20 µM] | H: -0.832 | I: -1.1

NC(=O)c1ccc(OCC(F)(F)C(F)(F)C(F)(F)C(F)(F)C(F)(F)C(F)F)cc1
  A: 1.1 | B: -47.4 | C: -5.7 | D: 0.5 | E: -3.5 | F: 0.9 | G: -8.6 | H: 1.2 | I: -1.7

COc1ccc2nc(NC(=O)CSc3nc(C)cc(C)n3)sc2c1
  A: -5.5 | B: -26.1 | C: -24.7 | D: -11.2 | E: -0.1 | F: -3.1[fluorescence artefact?] | G: -5.3[20 µM] | H: -0.673 | I: 3.4

CC1CCCC(NC(=O)c2cn(C)c3ccc(S(=O)(=O)N4CCCC4)cc3c2=O)C1C (centres undefined)
  A: 2.8 | B: 0.5 | C: -1.8 | D: -16.2 | E: -6.7 | F: -0.9 | G: -3.2 | H: -1.03 | I: .

CCS(=O)(=O)c1ccc2oc(SCC(=O)c3ccco3)nc2c1
  A: -1.9 | B: 5.4 | C: -6.5 | D: -12.9 | E: 11.9 | F: -4.7 | G: -24.1 | H: 0.0889 | I: 9.5

Clc1ccc(C2=NN(c3ccccc3)C(c3ccco3)C2)cc1 (centres undefined)
  A: -11.7 | B: -14.6 | C: -25.7 | D: -2.3 | E: 0.5 | F: 8.4 | G: -46.5 | H: 0.332 | I: .

Cc1ccccc1-c1nc(CN2CCCC(C(=O)NCc3cccnc3)C2)c(C)o1 (centres undefined)
  A: 1.8 | B: 25.6 | C: -8.9 | D: -15.4 | E: 5.0 | F: -9.7 | G: -22.8 | H: . | I: -31.0

CC(C)c1nc2ccccc2n1CC(O)COC1CCCCC1 (centres undefined)
  A: -3.4 | B: -1.9 | C: -11.2 | D: -8.9 | E: -3.1 | F: -5.8 | G: -25.6 | H: 0.00841 | I: 8.9

C=CCN(CC=C)Cc1c(C)[nH]c2ccc(C(=O)OCC)cc2c1=O
  A: -1.6 | B: -7.6 | C: -11.6 | D: -5.5 | E: 5.3 | F: 11.8 | G: -3.6[20 µM] | H: -0.0766 | I: -3.2

O=C(CC1CCCCC1)NCc1cn2ccsc2n1
  A: -3.2 | B: -6.4 | C: 4.5 | D: -2.9 | E: 4.1[fluorescence artefact?] | F: 2.5[fluorescence artefact?] | G: -16.9 | H: -0.0166 | I: -0.7

Cc1ccc2cc(CN(Cc3ccco3)C(=O)c3ccccc3)c(=O)[nH]c2c1C
  A: 2.8 | B: -7.2 | C: -10.5 | D: -13.9 | E: -21.2 | F: 12.0 | G: -17.4 | H: 0.313 | I: -0.6

O=Cc1ccc(N2CCCCCC2)cc1
  A: 4.2 | B: -6.6 | C: -5.1 | D: -11.3 | E: -2.7 | F: 5.8 | G: -7.9[20 µM] | H: -1.87 | I: 6.7

CCC(=O)N(CCC(c1ccc(C)cc1)c1ccco1)Cc1ccco1 (centres undefined)
  A: 1.2 | B: 3.6 | C: -12.0 | D: -25.3 | E: 12.2 | F: -5.9 | G: -29.3 | H: -1.3 | I: 0.3

Cc1ccc(S(=O)(=O)N(CC(=O)Nc2ccccc2C(=O)O)c2ccccc2C)cc1
  A: . | B: 0.0 | C: -11.8 | D: -7.5 | E: -4.1 | F: 4.6 | G: -10.7 | H: -1.01 | I: 8.0

O=C(NNS(=O)(=O)c1ccc(Cl)cc1)c1ccc(S(=O)(=O)N2CCCCC2)cc1
  A: -14.0 | B: -15.6 | C: -1.9 | D: -4.3 | E: 10.0 | F: -16.8[fluorescence artefact?] | G: -24.7 | H: 0.0058 | I: 3.1

CCOC(=O)CNS(=O)(=O)CCN1C(=O)c2ccccc2C1=O
  A: 0.6 | B: -2.3 | C: -10.3 | D: -4.5 | E: 5.7 | F: -2.1 | G: -14.8[20 µM] | H: 0.107 | I: 4.2

Cc1cc(/C=N/n2cnnc2)c(C)n1-c1ccc(OCc2ccc(Cl)cc2Cl)cc1
  A: 1.9 | B: 8.2 | C: -15.5 | D: -28.1 | E: 3.5 | F: 4.9 | G: 12.7[20 µM] | H: 0.904 | I: .

COc1cccc(/C=C/C(=O)Nc2cccc(C(C)=O)c2)c1OC
  A: -6.5 | B: -1.3 | C: -13.5 | D: -8.8 | E: 0.7 | F: -1.8 | G: -20.7 | H: -0.222 | I: -4.3

COCCN(CCOC)S(=O)(=O)c1ccc(C(=O)Nc2ccc(S(=O)(=O)Nc3nccc(C)n3)cc2)cc1
  A: 4.8 | B: -18.4 | C: -4.9 | D: -9.3 | E: 0.9 | F: 20.9 | G: -8.2 | H: 0.518 | I: 5.1

Cc1cc(C)n(-c2ncnc3ccccc23)n1
  A: -4.4 | B: -1.0 | C: -3.9 | D: -12.1 | E: 2.0 | F: -4.9 | G: -28.1 | H: 0.981 | I: -5.4

Cc1cc[n+](CC(=O)c2ccc(NC(=O)c3ccccc3)cc2)cc1
  A: 0.2 | B: -8.6 | C: -3.3 | D: -11.5 | E: 7.3 | F: -0.3 | G: -22.1 | H: 0.879 | I: 3.2

Cc1ccccc1NC(=O)CSc1ccsc1[N+](=O)[O-]
  A: -7.2 | B: -63.0 | C: 70.4* | D: 4.8 | E: 22.9 | F: 18.0 | G: -1.2 | H: 0.856 | I: 1.6

COC(=O)c1cc(OC)c(OC)cc1NC(=O)c1ccc(OC)c(OC)c1
  A: -4.9 | B: 0.3 | C: -5.7 | D: -0.2 | E: 5.6 | F: 8.2[fluorescence artefact?] | G: -10.5[20 µM] | H: . | I: 7.1

O=C(Nc1ccc(-n2nncc2-c2ccco2)cc1)c1ccc(F)cc1
  A: -3.9 | B: 17.0 | C: -8.8 | D: -23.0 | E: -1.7 | F: -9.0 | G: -16.1 | H: -0.927 | I: -4.2

Part of the list above, with two lines to a compound.
Values run as follows: thrombin 1536, KLK5 inh, EBV gp42 block, NCF1 inh, eIF4E-4G inh, 14-3-3 Bad inh, Furin inhibitor, KCC2 mod, Rad51 HR inh
COC(=O)c1ccc(NC(=S)NCCC2=CCCCC2)cc1
  -11.5, -14.4, -3.1, 5.3, -1.7, 7.7, -31.9[20 µM], ., -1.2
Cn1c(=O)cc(OCC(=O)NCc2ccccn2)c2ccccc21
  -2.7, -9.0, -22.8, -8.4, 7.2, -0.3, -12.5, 1.91, -6.0
COc1ccc(-n2nc3c(=O)[nH][nH]c3cc2=O)cc1
  1.5, -11.3, -16.8, -6.7, -1.6, 10.0, -14.3, 0.721, -6.0
CCCNC(=O)CN1C(=O)NC2(CCCc3cc(OC)ccc32)C1=O (centres undefined)
  3.6, -2.3, -11.0, -3.3, 8.0, -4.8, -15.6[20 µM], -0.832, -1.1
NC(=O)c1ccc(OCC(F)(F)C(F)(F)C(F)(F)C(F)(F)C(F)(F)C(F)F)cc1
  1.1, -47.4, -5.7, 0.5, -3.5, 0.9, -8.6, 1.2, -1.7
COc1ccc2nc(NC(=O)CSc3nc(C)cc(C)n3)sc2c1
  -5.5, -26.1, -24.7, -11.2, -0.1, -3.1[fluorescence artefact?], -5.3[20 µM], -0.673, 3.4
CC1CCCC(NC(=O)c2cn(C)c3ccc(S(=O)(=O)N4CCCC4)cc3c2=O)C1C (centres undefined)
  2.8, 0.5, -1.8, -16.2, -6.7, -0.9, -3.2, -1.03, .
CCS(=O)(=O)c1ccc2oc(SCC(=O)c3ccco3)nc2c1
  -1.9, 5.4, -6.5, -12.9, 11.9, -4.7, -24.1, 0.0889, 9.5
Clc1ccc(C2=NN(c3ccccc3)C(c3ccco3)C2)cc1 (centres undefined)
  -11.7, -14.6, -25.7, -2.3, 0.5, 8.4, -46.5, 0.332, .

Three compounds from above, ordered by their value in KLK5 inh, ascending.
Compound	KLK5 inh
Clc1ccc(C2=NN(c3ccccc3)C(c3ccco3)C2)cc1 (centres undefined)	-14.6
COC(=O)c1ccc(NC(=S)NCCC2=CCCCC2)cc1	-14.4
COc1ccc(-n2nc3c(=O)[nH][nH]c3cc2=O)cc1	-11.3
